FAS-TE inh: blocks the thioesterase domain of human fatty acid synthase | P49327 | recombinant FAS-TE, OMFH fluorogenic substrate, fluorescence endpoint | inhibition, % at 15 µM | 360,000 tested, 0.67% active;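 active = compounds whose normalised, plate-corrected inhibition of enzyme fluorescence in the single-dose primary screen is 50% or more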;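 also: 0% = DMSO with enzyme and 100% = substrate without enzyme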
SKN-1 block: blocks SKN-1 activity in C. elegans; C. elegans VP596 Pgst-4::GFP/RFP ratio, acrylamide-induced, 24 h; inhibition, % at 21.8 µM; 360,000 tested, 0.49% active; AID 624304;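 active = interference check ratio from 0.5 to 1.5 plus GFP to RFP signal ratio inhibition reaching or exceeding a fixed threshold, cut at about 30% in these data, passing the limit was not always enough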; also: some compounds called inactive have numbers as strong as hits
Neddylation inh: blocks human cullin neddylation; P61081+Q13564; TR-FRET cullin neddylation, biochemical; calls only at 25 µM; 360,000 tested, 0.58% active; in the data active = inhibition above about 36%
Target sequence (P61081 whole entry, looked up): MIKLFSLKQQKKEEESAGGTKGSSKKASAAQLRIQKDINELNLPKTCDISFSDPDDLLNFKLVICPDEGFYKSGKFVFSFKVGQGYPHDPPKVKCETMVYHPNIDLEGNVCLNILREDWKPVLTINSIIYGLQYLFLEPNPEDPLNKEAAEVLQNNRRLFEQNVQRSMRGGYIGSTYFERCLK
Target sequence (Q13564 whole entry, looked up): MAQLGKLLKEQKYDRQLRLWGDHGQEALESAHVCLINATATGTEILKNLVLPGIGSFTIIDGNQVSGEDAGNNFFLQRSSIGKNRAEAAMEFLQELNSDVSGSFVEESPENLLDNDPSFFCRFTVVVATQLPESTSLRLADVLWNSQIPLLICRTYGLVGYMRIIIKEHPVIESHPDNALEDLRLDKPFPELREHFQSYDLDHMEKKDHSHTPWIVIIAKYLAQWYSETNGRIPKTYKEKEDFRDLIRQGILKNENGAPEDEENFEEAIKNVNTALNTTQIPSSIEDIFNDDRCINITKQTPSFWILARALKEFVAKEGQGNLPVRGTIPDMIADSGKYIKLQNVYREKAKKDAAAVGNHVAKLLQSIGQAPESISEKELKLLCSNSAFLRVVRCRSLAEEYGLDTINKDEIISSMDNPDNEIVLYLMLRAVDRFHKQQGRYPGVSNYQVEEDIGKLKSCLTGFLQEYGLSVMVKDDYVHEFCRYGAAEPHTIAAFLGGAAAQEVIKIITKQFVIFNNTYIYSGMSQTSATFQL
NRP1-CendR mod: alters CendR peptide binding to human NRP-1. O14786. FAM-RPARPAR peptide binding to NRP-1, fluorescence polarization. inhibition, % at 25 µM. 360,000 tested, 0.85% active. AID 602438;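 active = inhibition or corrected inhibition above about 18%, plus a signal ratio from 0.5 to 1.5, limit read from the data, passing the limit was not always enough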; also: strong numbers were not always called active
Rin1-Abl PPI inh: human Rin1-Abl interaction inhibition | AID 588664 | TR-FRET Rin1/Abl binding, biochemical | 360,000 tested, 0.4% active | inhibition, % at 7.35 µM; in the data active = inhibition above about 5%, passing the limit was not always enough
eLon inh: inhibitors of E. coli Lon protease | P0A9M0 | purified E. coli Lon protease, fluorescence polarization | inhibition, % at 7.94 µM | 360,000 tested, 0.42% active | AID 602123; in the data active = inhibition above about 13%, passing the limit was not always enough;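 also: 0% = enzyme with probe and DMSO and 100% = no enzyme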
MsrA act: activators of bovine methionine sulfoxide reductase A; purified bovine MsrA, absorbance read-out; activation, % at 10.6 µM; 360,000 tested, 0.3% active; AID 602163; in the data active = activation above about 7.5%;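 also: 0% = vehicle and 100% = reference activator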
MT1-MMP act inh: inhibitors of human MT1-MMP activation. P50281. HT1080 RFP-PRO-GFP cells, GFP/RFP ratio fluorescence, overnight; percent of plate control window, DMSO zero. GFP/RFP ratio change, % at 20 µM. 360,000 tested, 0.061% active;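 active = GFP/RFP ratio change of at least 30% with cell ATP level not reduced by more than half and red fluorescence within 50% of control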; also: strong numbers were not always called active
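Assay system: HT1080 cells carrying an RFP-PRO-GFP reporter | Dosing: Single dose of 20 µM compound, 1% DMSO final | Incubation: Cells overnight before dosing, compound overnight, 37 °C, 5% CO2 | Evaluation: GFP/RFP fluorescence ratio | Control set: DMSO and RFP-L50D-GFP cell wells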
MsrA inhibitor: inhibitors of bovine MsrA; purified bovine MsrA, absorbance read-out; inhibition, % at 15.5 µM; 360,000 tested, 0.75% active; in the data active = inhibition above about 4.5%;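 also: 0% = vehicle wells with enzyme and 100% = reference inhibitor wells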
* = called active by the depositor; i = inactive; nt = not tested or not shown. Compounds were not picked by outcome; 4.2% or so of the library scored in one or more.

SMILES | FAS-TE inh | SKN-1 block | Neddylation inh | NRP1-CendR mod | Rin1-Abl PPI inh | eLon inh | MsrA act | MT1-MMP act inh | MsrA inhibitor
CCCNC(=O)C1(C)CCCN(C(=O)c2oc3ccccc3c2C)C1 (centres undefined) | -8 | -4 | i | -6 | 4 | -11 | 0 | 5 | 0.3
COC(C(=O)Nc1ccnn1C1CCN(Cc2cccc(C)n2)CC1)c1ccccc1 (centres undefined) | -3 | -6 | i | -4 | 2 | -6 | -10 | 1 | 0.0
CCOC(=O)c1c(-c2cc(OC)c(OC)c(OC)c2)csc1N | -3 | 8 | i | -2 | -5 | -12 | -2 | 0 | 0.1
CCC(C)[C@H](NC(=O)N1CC(=O)Nc2ccccc21)C(=O)NC(C)CCc1ccccc1 (some centres undefined) | -1 | 34 | i | 0 | -3 | -13 | -2 | 2 | -0.5
COc1cccc(S(=O)(=O)Nc2noc3ccccc23)c1 | -6 | 9 | i | 8 | 0 | -5 | -3 | -5 | -0.7
CCc1nnc(NC(=O)CCc2ccc(C)o2)s1 | -2 | -15 | i | 1 | -2 | 4 | -2 | 1 | -0.5
CN1c2ccccc2C(C)(C)C12CC(c1ccc(S(=O)(=O)N3CCCCC3)cc1)=NO2 (centres undefined) | 75* | 6 | i | 19* | 0 | 5 | -5 | -4 | -0.5
O=C(c1ccc(Cl)c(S(=O)(=O)NCc2ccccc2)c1)N1CCN(c2ccccn2)CC1 | 2 | 9 | i | -8 | -1 | -7 | -1 | -9 | nt
COc1ccc(NC(=O)CC2SC3=NCCN3C2=O)cc1 (centres undefined) | -6 | -2 | i | 4 | 0 | 6 | -4 | -1 | -1.3
Cc1cc2ccccn2c1C(C[N+](=O)[O-])c1ccc(N(C)C)cc1 (centres undefined) | 32 | 12 | i | 2 | -4 | -22 | -4 | -8 | 1.2
O=c1[nH]n2c(=O)c3c([nH]c2c1N=Nc1cccc(Cl)c1)CCC3 | 3 | 7 | i | 16 | -2 | -19 | -8 | 26 | 2.2
COc1ccc(S(=O)(=O)Cc2ccc(C(=O)NCc3ccccn3)o2)cc1 | -6 | 15 | i | 10 | 2 | 6 | -1 | 3 | -1.0
O=C(CC(C(=O)O)C1CCCO1)NCCc1ccc2c(c1)OCO2 (centres undefined) | -5 | 5 | i | 7 | -3 | -4 | -3 | 0 | 0.2
COc1ccc(/C=N/NC(=O)c2nc(-c3ccccc3)n(-c3ccccc3)n2)cc1 | 6 | 10 | i | -12 | 1 | -1 | -2 | 4 | 1.2
COc1ccc(C(CNC(=O)c2oc3ccccc3c2C)N2CCCC2)cc1 (centres undefined) | 6 | 0 | i | -22 | 1 | -23 | -6 | 0 | -0.9
Cc1ccc(NC(=O)Cn2nnc3ccccc32)c(C)c1 | -7 | -17 | i | 9 | 3 | -9 | -6 | 6 | 1.0
CCN(C(=O)COC(=O)CNS(=O)(=O)c1ccc(C)cc1)C1CCS(=O)(=O)C1 (centres undefined) | -6 | -7 | i | 12 | 3 | -12 | -8 | -7 | 0.1
Cc1cccc(NC(=S)NCc2ccc3c(c2)cc(C)n3C)c1C | -26 | 37 | i | -3 | -1 | 5 | -8 | 41* | 0.6
CCCc1ccc(Oc2cc(NN3CCCCC3)c([N+](=O)[O-])cc2[N+](=O)[O-])cc1 | 16 | -11 | i | 6 | 1 | 7 | -6 | 0 | -0.2
Cc1ccc(NS(=O)(=O)c2c(C(=O)N3CCCCCC3)c(C)n(C)c2C)c(Cl)c1 | -1 | -9 | i | 9 | 2 | -5 | 0 | -3 | -1.0
COc1ccc(OC)c(CCNC(=O)Cc2ccc(NC3=NC4CS(=O)(=O)CC4S3)cc2)c1 (centres undefined) | -5 | 20 | i | 4 | 11* | -4 | 1 | -1 | 0.1
C(=N\Nc1nc2ccccc2[nH]1)/c1ccncc1 | 0 | 2 | i | 4 | -2 | -1 | -4 | 5 | 5.0*
COCCCn1c(=O)/c(=C\c2ccccc2OC(F)F)s/c1=C(/C#N)C(N)=O | 3 | -4 | i | -32 | 0 | -6 | -14 | -14 | 1.4
Nc1nnc(SCC(=O)c2ccco2)s1 | -7 | 13 | i | 2 | 0 | 5 | 2 | -1 | 0.5
CCOc1ccc2nc(SCC(=O)NCc3ccc(OC)cc3)[nH]c2c1 | 0 | 3 | i | 8 | -1 | 4 | -2 | 2 | 0.8
CCOc1ccccc1-c1nc(C(N)=O)c2[nH]c(=O)n(-c3ccccc3)c2n1 | 0 | -3 | i | 1 | -1 | -14 | -12 | 2 | -0.1
O=C(Nc1ccc(OC(F)(F)F)cc1)c1ccc2ccccc2n1 | 26 | 22 | i | 2 | -1 | 2 | -2 | -1 | 1.0
O=C(COc1ccc(Cl)cc1Cl)N1CCN(C(=O)c2ccco2)CC1 | 1 | 12 | i | 4 | 2 | 9 | -3 | -2 | -0.5
Cn1c(=O)n(Cc2ccco2)c(=N)c2c3c(sc21)CCC3 | 2 | 0 | i | -12 | -2 | -4 | -2 | -4 | 0.4
Cc1cc(Br)cn2c(Cc3cccc(F)c3)c(-c3ccccc3)nc12 | 15 | 10 | i | 2 | -7 | -9 | -2 | -4 | -0.1
CO/N=C/C(=N\Nc1ccc(C)cc1)C(=O)c1ccc(OC)cc1 | 22 | -14 | i | -9 | 2 | 0 | -3 | -8 | 1.1
COC(=O)c1cc(S(=O)(=O)N(C)C2CCCCC2)c[nH]1 | -1 | 20 | i | 3 | 3 | -3 | -1 | 4 | 0.5
Cn1c(NC(=O)c2ccc(F)c(F)c2)cc(=O)n(C)c1=O | -1 | 12 | i | 0 | -3 | 12 | -2 | 0 | 0.6
COc1ccccc1N1CCN(S(=O)(=O)c2ccc(Br)s2)CC1 | 13 | 20 | i | -20 | -3 | -3 | 1 | 5 | 2.0
Cc1ccc(OCC(=O)Nc2nnc(S(=O)(=O)N3CCC(C)CC3)s2)cc1 | 0 | 1 | i | -21 | -2 | -13 | -3 | -10 | 0.9
CC(=O)Nc1nonc1-c1nc2ccccc2n1Cc1ccccn1 | -8 | 9 | i | -1 | -1 | -7 | -2 | 9 | -0.2
COc1cccc(CNC(=O)C2CCCN(S(=O)(=O)c3c(C)[nH]c(=O)[nH]c3=O)C2)c1 (centres undefined) | -4 | 10 | i | -3 | -2 | 0 | -2 | -2 | 0.1
CCOC(=O)C1=CCC2C(=O)N(CC)C(=O)C12 (centres undefined) | -7 | 9 | i | 5 | 0 | -2 | -4 | 1 | -0.2
O=C(O)Cc1c(C(=O)O)nnn1-c1cccc(C(F)(F)F)c1 | -3 | -2 | i | 14 | 4 | -4 | -4 | 1 | 0.6
Cc1cc(C(=O)Nc2ccccc2)c(C)o1 | 2 | -12 | i | 8 | -3 | 2 | 1 | 3 | 0.7
Cc1ccc(C(=O)CSc2nc(-c3ccccc3)ccc2C#N)cc1 | 45 | 14 | i | -4 | 0 | -16 | -2 | -119 | 1.6
COc1cc(OC)c(C=O)c(OC(=O)N2CCOCC2)c1 | -7 | 1 | i | 6 | 2 | -11 | -6 | -5 | 3.3
COCCCNc1nc2c(c(=O)[nH]c(=O)n2C)n1CC(O)COc1ccccc1C (centres undefined) | -4 | 13 | i | 10 | 3 | 1 | 2 | -2 | 0.2
N#Cc1ccc(C(=O)NCC(c2ccco2)N2CCCC2)cc1 (centres undefined) | -6 | 6 | i | 1 | -2 | 4 | -1 | 5 | 0.8
O=C(Cc1cccc2ccccc12)NN=Cc1ccc2c(c1)CCC2 | 5 | -3 | i | -9 | -1 | -6 | -7 | -3 | -0.4

Some of the entries so far, with each value named.
COc1ccccc1N1CCN(S(=O)(=O)c2ccc(Br)s2)CC1
  FAS-TE inh: 13; SKN-1 block: 20; Neddylation inh: i; NRP1-CendR mod: -20; Rin1-Abl PPI inh: -3; eLon inh: -3; MsrA act: 1; MT1-MMP act inh: 5; MsrA inhibitor: 2.0
Cc1ccc(OCC(=O)Nc2nnc(S(=O)(=O)N3CCC(C)CC3)s2)cc1
  FAS-TE inh: 0; SKN-1 block: 1; Neddylation inh: i; NRP1-CendR mod: -21; Rin1-Abl PPI inh: -2; eLon inh: -13; MsrA act: -3; MT1-MMP act inh: -10; MsrA inhibitor: 0.9
CC(=O)Nc1nonc1-c1nc2ccccc2n1Cc1ccccn1
  FAS-TE inh: -8; SKN-1 block: 9; Neddylation inh: i; NRP1-CendR mod: -1; Rin1-Abl PPI inh: -1; eLon inh: -7; MsrA act: -2; MT1-MMP act inh: 9; MsrA inhibitor: -0.2
COc1cccc(CNC(=O)C2CCCN(S(=O)(=O)c3c(C)[nH]c(=O)[nH]c3=O)C2)c1 (centres undefined)
  FAS-TE inh: -4; SKN-1 block: 10; Neddylation inh: i; NRP1-CendR mod: -3; Rin1-Abl PPI inh: -2; eLon inh: 0; MsrA act: -2; MT1-MMP act inh: -2; MsrA inhibitor: 0.1

Later entries
SMILES | FAS-TE inh | SKN-1 block | Neddylation inh | NRP1-CendR mod | Rin1-Abl PPI inh | eLon inh | MsrA act | MT1-MMP act inh | MsrA inhibitor
Cc1ccc(C(=O)N2N=C(c3ccc(Br)cc3)CC2c2ccccc2O)cc1 (centres undefined) | 5 | -15 | i | 4 | 1 | -4 | 3 | -2 | -0.1
Cc1csc(SCC(=O)N2CCN(S(=O)(=O)c3ccccc3)CC2)n1 | -4 | 6 | i | -4 | -3 | -1 | 0 | 4 | 0.9
CCN1C(=O)N[C@@H](c2ccccc2)C(C(=O)OC)=C1C | -3 | -3 | i | 10 | 2 | -8 | -2 | -1 | 0.7
C/C(CC(=O)C(F)(F)F)=N\NC(=O)/C(C#N)=C/N(C)C | -5 | 1 | i | -12 | 4 | -3 | -11 | -2 | 0.0
N#Cc1c(SCC(=O)N2CCOCC2)nsc1SCC(=O)N1CCOCC1 | -10 | 22 | i | 10 | -5 | -1 | -4 | 4 | -0.1
Nc1ccc(C(=O)OCC(=O)Nc2cc([N+](=O)[O-])ccc2F)cc1 | 28 | 5 | i | 6 | -2 | 0 | -6 | -2 | 0.9
COc1ccc2nc(COC(=O)c3cccs3)c(C(C)=O)[n+]([O-])c2c1 | 2 | 6 | i | 11 | 2 | 7 | -3 | -2 | -0.5
COc1cccc(C2NC(C)(C(=O)O)C3C(=O)N(C(C)C)C(=O)C23)c1O (centres undefined) | -7 | -21 | i | -8 | 1 | 0 | -3 | -3 | 0.5
CC(C)(C)C(=O)Cn1c(=O)n(CC2CCCO2)c(=O)c2ccccc21 (centres undefined) | -14 | 10 | i | -3 | -4 | -3 | 0 | 1 | 1.6
COc1cccc(CNC(=O)c2ccc(NC(=O)C3=CSCCO3)cc2)c1 | 0 | -18 | i | -5 | -3 | -2 | -9 | 9 | 1.1
COc1ccc(S(=O)(=O)NCc2cccnc2)cc1NC(=O)c1ccccc1 | -3 | -10 | i | -5 | 1 | 7 | 2 | -1 | 0.0
CCc1cc(C(=O)COc2ccc(F)cc2)c(O)cc1O | 4 | -1 | i | -5 | 0 | 0 | -3 | -1 | 1.1
Cc1cc(C)cc(N2CCN(C(=O)N3CCOCC3)CC2)c1 | -6 | -4 | i | 8 | -4 | 0 | -2 | -2 | 0.0
Cc1ccc(NC2=CC(=O)CC(C)(C)C2)cc1F | -3 | 3 | i | 4 | -2 | 0 | -4 | -2 | 0.9
C=CCn1cc(-c2cccc(C(F)(F)F)c2)cc(C#N)c1=O | 5 | 2 | nt | 4 | 5 | -1 | -6 | 7 | 0.1
CC(=O)Nc1cccc(NC(=O)CSc2ncc(C(=O)Nc3ccccc3)c(=O)n2C)c1 | 10 | 27 | i | -4 | 0 | 5 | -3 | 0 | 1.9
COc1ccccc1N1CCN(S(=O)(=O)c2ccc3nc(-c4ccccc4)[nH]c3c2)CC1 | 30 | 13 | i | 9 | 0 | 5 | 2 | 2 | 1.9
CCOc1ccccc1N(C)C(=O)c1nn(-c2ccc(OC)cc2OC)c(=O)c2ccccc12 | 1 | -10 | i | 12 | 2 | 2 | -2 | -4 | 0.3
C=CCN1C(=O)c2ccccc2NC1c1ccc(Br)s1 (centres undefined) | 10 | 10 | i | 3 | 1 | 0 | -3 | -1 | -1.1
COc1ccc(NC(=O)CSc2c3c(nc4ccccc24)CCC3)c(OC)c1 | 3 | 10 | i | -17 | -5 | -5 | 2 | -4 | 0.3
